Screening data (PubChem)
PME-1 inh: blocks human protein phosphatase methylesterase 1 | recombinant PME-1, FP-Rh probe fluorescence polarization | inhibition, % at 5.9 µM | actives 0.53% (n = 320,000);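 active means inhibition above the campaign mean of all compounds plus 3 SD, cut at about 26% in these data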;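 further: competitive labeling of PME-1 active site by serine hydrolase directed probe; 0% = PME-1 with DMSO and 100% = wells lacking PME-1 enzyme; inhibitors block probe labeling so polarization falls and inhibition rises; many of its hits are not listed in these tables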
PAD4 FP inh: inhibitors of human PAD4 | recombinant PAD4, RCA probe fluorescence polarization | inhibition, % at 6.36 µM | actives 0.41% (n = 330,000);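 active means percent inhibition above a cutoff equal to the mean of all tested compounds plus 3 SD, cut at about 15% in these data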;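 further: 0% = PAD4 with RCA probe and DMSO and 100% = probe without PAD4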
LYPLA1 counter: counter-screen for PME1 inhibitors: inhibitors of human LYPLA1; recombinant LYPLA1, FP-Rh probe fluorescence polarization; inhibition, % at 5.9 µM; O75608; actives 0.16% (n = 320,000);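 active means inhibition above the mean of all tested compounds plus 3 SD, set per campaign, cut at about 14% in these data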;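 further: inhibitors block serine hydrolase probe labeling of LYPLA1 so polarization falls; 0% = enzyme with DMSO and 100% = wells lacking LYPLA1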
GSTO1 inh: GSTO1 inhibition, counter-screen for RBBP9 inhibitors | inhibition, % at 5.96 µM | recombinant GSTO1, activity-based probe fluorescence polarization | P78417 | AID 1974 | actives 1.1% (n = 300,000);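 active means inhibition above the campaign mean inhibition plus 3 SD, cut at about 35% in these data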;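 further: 0% = GSTO1-1 with DMSO and 100% = wells lacking GSTO1-1 enzyme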
PAFAH1B2 inh: blocks human PAF acetylhydrolase 1b catalytic subunit 2; actives 1.2% (n = 340,000); P68402; recombinant PAFAH1B2, FP-rhodamine activity probe, fluorescence polarization; inhibition, % at 3.39 µM;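 active means inhibition above the mean of all tested compounds plus 3 SD, cut at about 24% in these data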;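 further: 0% = enzyme with DMSO and 100% = wells lacking PAFAH1B2; many of its hits are not listed in these tables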
LYPLA2 counter: counter-screen for PME1 inhibitors: inhibitors of human LYPLA2 | O95372 | recombinant LYPLA2, FP-Rh probe fluorescence polarization | inhibition, % at 5.9 µM | actives 0.38% (n = 320,000);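 active means inhibition above the screen-wide mean plus 3 SD, limit set per campaign, cut at about 26% in these data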;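 further: 0% = LYPLA2 with DMSO and 100% = wells lacking LYPLA2 enzyme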
Target sequence (O95372 whole entry, looked up): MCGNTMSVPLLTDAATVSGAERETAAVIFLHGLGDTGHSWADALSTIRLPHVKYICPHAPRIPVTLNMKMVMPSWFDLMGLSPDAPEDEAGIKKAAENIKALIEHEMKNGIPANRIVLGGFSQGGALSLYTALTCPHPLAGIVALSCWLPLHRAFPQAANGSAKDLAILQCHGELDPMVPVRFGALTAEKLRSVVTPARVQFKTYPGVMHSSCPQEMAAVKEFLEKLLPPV
PREPL inhibitor: inhibitors of human prolyl oligopeptidase-like enzyme PREPL; Q4J6C6; recombinant PREPL, fluorescence polarization activity-based probe; inhibition, % at 5.96 µM; actives 0.68% (n = 320,000); AID 2751; in the data active means inhibition above about 43%;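 further: 0% = enzyme with DMSO and 100% = wells lacking enzyme; many of its hits are not listed in these tables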
Target sequence (Q4J6C6 whole entry, looked up): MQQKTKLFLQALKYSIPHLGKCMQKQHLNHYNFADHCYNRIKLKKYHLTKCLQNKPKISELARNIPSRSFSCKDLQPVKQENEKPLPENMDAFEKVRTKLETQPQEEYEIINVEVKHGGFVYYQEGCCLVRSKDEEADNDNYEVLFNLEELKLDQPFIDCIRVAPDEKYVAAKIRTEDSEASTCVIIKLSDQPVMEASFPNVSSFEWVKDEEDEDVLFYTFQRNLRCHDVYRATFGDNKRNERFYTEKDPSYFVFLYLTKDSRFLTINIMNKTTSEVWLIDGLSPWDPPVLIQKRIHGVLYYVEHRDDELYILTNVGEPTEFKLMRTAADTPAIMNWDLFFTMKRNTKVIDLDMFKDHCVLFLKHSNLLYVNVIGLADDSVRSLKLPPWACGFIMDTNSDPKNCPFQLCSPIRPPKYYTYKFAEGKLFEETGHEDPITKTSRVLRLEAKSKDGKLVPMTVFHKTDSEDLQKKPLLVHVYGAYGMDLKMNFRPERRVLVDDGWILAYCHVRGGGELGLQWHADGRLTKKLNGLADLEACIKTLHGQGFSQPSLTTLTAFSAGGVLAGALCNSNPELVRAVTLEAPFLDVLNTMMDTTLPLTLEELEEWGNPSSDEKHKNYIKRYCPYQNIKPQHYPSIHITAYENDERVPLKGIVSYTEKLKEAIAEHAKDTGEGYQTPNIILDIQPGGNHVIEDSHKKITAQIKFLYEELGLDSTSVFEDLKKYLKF
pPAFAH inh: pPAFAH (human) enzyme inhibition; recombinant pPAFAH, FP-rhodamine probe fluorescence polarization; actives 1.5% (n = 330,000); inhibition, % at 3.39 µM; Q13093;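 active means inhibition above the mean inhibition across the screen plus 3 SD, cut at about 25% in these data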;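 further: inhibitors block binding of the rhodamine activity-based probe so polarization drops; 0% = enzyme with DMSO and 100% = wells lacking pPAFAH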
PAFAH1B3 inh: PAFAH1B3 (human) inhibition; Q15102; recombinant PAFAH1B3, FP-rhodamine probe, fluorescence polarization; inhibition, % at 3.39 µM; actives 0.28% (n = 340,000);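 active means inhibition above the screen-wide average of all tested compounds plus 3 SD, cut at about 25% in these data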;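 further: 0% = enzyme with DMSO only and 100% = wells lacking PAFAH1B3 protein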
Numbers without * were called inactive; . = no result given. Only part of the results is shown, so the mix of outcomes need not match the whole.

smiles	LYPLA1 counter	PREPL inhibitor	LYPLA2 counter	PAFAH1B3 inh	PAD4 FP inh	pPAFAH inh	PAFAH1B2 inh	GSTO1 inh	PME-1 inh
O=C(O)C1SCCN1S(=O)(=O)c1ccc(N=NN2CCOCC2)cc1 (configuration not stated)	-5	-5	-4	8	-3	-2	4	-2	4
COCCCC1CCN(Cc2nc(Cc3ccccc3Cl)no2)CC1	-3	3	-8	6	2	0	4	-4	-1
FC(F)(F)c1ccc(/C=N/N2CCN(Cc3ccccc3)CC2)cc1	1	-2	-1	7	-4	0	1	0	-5
O=c1c2[nH]c3ccccc3c2ncn1CCC1=CCCCC1	2	8	6	0	2	2	-2	8	1
COCCCNC(=O)c1cn(Cc2c(F)cccc2Cl)nn1	1	2	6	1	-5	-2	3	-3	-5
O=C(Nc1ccc(Nc2ccncc2)cc1)c1ccc(Nc2ccnc3ccc([N+](=O)[O-])cc23)cc1[N+](=O)[O-]	6	14	27*	11	-3	24	3	23	6
CC1=C(C(=O)OC(C)C)C(c2cccc([N+](=O)[O-])c2)n2c(cc(=O)[nH]c2=S)N1 (configuration not stated)	-1	15	-10	4	-6	3	20	8	-2
COc1ccc(C(=O)N2CCc3cc4c(cc3C2C)OCCCO4)cc1 (configuration not stated)	1	3	7	5	1	2	4	0	-2
Cc1c(N(C)S(=O)(=O)c2cc(C(=O)Nc3ccccn3)ccc2Cl)c(=O)n(-c2ccccc2)n1C	7	6	4	3	4	4	-1	0	2
CC(=O)Oc1ccc(C(=O)O)c(OC(C)=O)c1	2	-3	4	3	-2	0	2	3	4
CC(=O)Nc1ccc(S(=O)(=O)N2CCN(CCCOc3cc(C)ccc3C)CC2)cc1	-10	5	-7	7	2	2	1	-7	-6
Cc1ccc(Nc2c(-c3ccccn3)nc3cccc(C)n23)cc1	-1	9	-1	3	-1	11	-1	12	-5
O=C(CN1CCOCC1)Nc1scc(-c2ccccc2)c1C(=O)N1CCOCC1	-1	9	-1	5	-3	0	1	-6	-1
COc1cccc(CNc2nccs2)c1O	1	17	2	11	2	2	9	-1	7
COc1ccc(Oc2ccc(/C=C/C(=O)c3ccc(O)cc3)cc2[N+](=O)[O-])cc1	-29	0	-43	-26	4	-8	-16	-15	-36
Cc1cc(NC(=O)C(C)C)ncc1NC(=O)c1cccc(F)c1	2	11	1	4	0	-3	0	0	-2
CCOc1cc(C(=O)N/N=C\c2cn(CC)nc2C)cc(OCC)c1OCC	-4	-4	-3	1	0	-3	-2	2	-4
O=C(CN1CCC(NC(=O)C2CC2)CC1)Nc1ccccc1[N+](=O)[O-]	-3	23	3	15	-2	-5	3	8	3
COC(=O)[C@]1(Cc2ccccc2)N[C@H](CN(C)C(=O)NC(C)C)[C@@H]2C(=O)N(C)C(=O)[C@@H]21	.	4	.	1	-5	0	6	.	.
Cn1c(=O)[nH]c(=O)c2c1nc1n2CC(O)CN1c1ccccc1 (configuration not stated)	2	9	-4	9	-5	-7	4	0	4
O=C(COC(=O)c1cc2c(s1)CCCCC2)NC1CCS(=O)(=O)C1 (configuration not stated)	4	13	4	12	1	4	9	7	-6
CC12CC3(C)CC(C)(C1)CC(NC(=O)N1CCCC1)(C2)C3	0	-5	-4	5	1	1	7	-6	-4
Cc1ccc(-c2nn(CCC(=O)NC(C)C)c(=O)c3ccccc23)cc1	1	-1	6	5	5	5	3	3	2
CN(c1ccc(C(=O)Nc2ccccc2C(F)(F)F)cc1)S(C)(=O)=O	-2	16	9	-3	0	-2	7	-6	1
CCOC(=O)c1cc(C#N)c(SCC(N)=O)[nH]c1=O	-9	14	1	19	-4	51*	5	36*	-2
CCN(CC)c1nc2ccccc2nc1C(C#N)C(=O)NCCCOC (configuration not stated)	1	0	-5	1	0	14	0	-4	6
NC(=O)c1cc([N+](=O)[O-])cc2c1C=Cc1ccccc1O2	2	17	-3	8	1	7	0	8	3
O=C(Nc1ccccc1Cl)c1cc[n+]([O-])cc1	3	-4	6	1	3	5	3	-1	2
Cc1cc(=O)[nH]c(Sc2c(-c3ccccc3)c3ccccc3[nH]c2=O)n1	0	-4	-2	1	-3	3	13	-7	-2
Cn1c(=O)n(CC(N)=O)c(=O)c2c1nc(Br)n2Cc1ccccc1	5	-5	5	8	0	2	2	4	-4
Cc1cc(C)c(NC(=O)c2ccc3c(c2)C(=O)N(Cc2cccnc2)C3=O)c(C)c1	-4	1	-4	-1	4	-1	0	13	-5
C[C@@H]1CC[C@]2(C(=O)O[C@@H]3O[C@H](CO)[C@@H](O)[C@H](O)[C@H]3O)CC[C@]3(C)C(=CCC4[C@@]5(C)CC[C@H](O[C@@H]6OC[C@H](O)[C@H](O[C@@H]7O[C@H](CO)[C@@H](O)[C@H](O)[C@H]7O)[C@H]6O)C(C)(C)C5CC[C@]43C)C2[C@]1(C)O (some centres not stated)	.	2	.	-3	1	3	4	.	.
C=CC1=C2C=C(C3CC3)N(CCCN(CC)CC)C=C2C(=O)C(C)(OC(=O)c2ccco2)C1=O (configuration not stated)	6	28	9	3	-3	3	10	28	5
O=C(c1cc([N+](=O)[O-])ccc1N1CCCC1)N1CCCC1	1	0	2	4	0	4	4	-3	-5
Cc1cc(OCC(=O)Nc2ccc(F)c(F)c2)nc(C(C)C)n1	2	-4	3	2	-4	5	3	16	-1
N=c1oc2ccc3ccccc3c2cc1C(N)=S	-2	10	-6	7	-2	8	4	0	4
O=C(Nc1ccc(Cl)c(S(=O)(=O)N2CCOCC2)c1)c1ccc(OCC2CCCO2)cc1 (configuration not stated)	-7	11	-5	.	0	0	.	-5	-5
Cc1coc2cc3oc(=O)c(CCC(=O)NCCCn4ccnc4)c(C)c3cc12	3	7	6	4	-1	0	0	8	4
Cc1cc(C)cc(NC(=O)Nc2ccc3ccccc3n2)c1	-3	14	-2	1	4	-2	2	-2	-5
CC1(C)CC(=O)C=C(c2ccc3ncccc3c2)C1	1	-24	4	9	-9	2	3	.	3

Sorted by number of heavy atoms (rising): 11 of the compounds above.
smiles	LYPLA1 counter	PREPL inhibitor	LYPLA2 counter	PAFAH1B3 inh	PAD4 FP inh	pPAFAH inh	PAFAH1B2 inh	GSTO1 inh	PME-1 inh
O=C(Nc1ccccc1Cl)c1cc[n+]([O-])cc1	3	-4	6	1	3	5	3	-1	2
N=c1oc2ccc3ccccc3c2cc1C(N)=S	-2	10	-6	7	-2	8	4	0	4
CC1(C)CC(=O)C=C(c2ccc3ncccc3c2)C1	1	-24	4	9	-9	2	3	.	3
O=C(c1cc([N+](=O)[O-])ccc1N1CCCC1)N1CCCC1	1	0	2	4	0	4	4	-3	-5
Cc1cc(OCC(=O)Nc2ccc(F)c(F)c2)nc(C(C)C)n1	2	-4	3	2	-4	5	3	16	-1
Cn1c(=O)n(CC(N)=O)c(=O)c2c1nc(Br)n2Cc1ccccc1	5	-5	5	8	0	2	2	4	-4
Cc1cc(=O)[nH]c(Sc2c(-c3ccccc3)c3ccccc3[nH]c2=O)n1	0	-4	-2	1	-3	3	13	-7	-2
Cc1coc2cc3oc(=O)c(CCC(=O)NCCCn4ccnc4)c(C)c3cc12	3	7	6	4	-1	0	0	8	4
Cc1cc(C)c(NC(=O)c2ccc3c(c2)C(=O)N(Cc2cccnc2)C3=O)c(C)c1	-4	1	-4	-1	4	-1	0	13	-5
O=C(Nc1ccc(Cl)c(S(=O)(=O)N2CCOCC2)c1)c1ccc(OCC2CCCO2)cc1 (configuration not stated)	-7	11	-5	.	0	0	.	-5	-5
C=CC1=C2C=C(C3CC3)N(CCCN(CC)CC)C=C2C(=O)C(C)(OC(=O)c2ccco2)C1=O (configuration not stated)	6	28	9	3	-3	3	10	28	5

Going on with the list:
smiles	LYPLA1 counter	PREPL inhibitor	LYPLA2 counter	PAFAH1B3 inh	PAD4 FP inh	pPAFAH inh	PAFAH1B2 inh	GSTO1 inh	PME-1 inh
CCCCCCCOC1(c2ccccc2)OC(=O)c2ccccc21 (configuration not stated)	-3	-4	-5	7	-2	0	3	2	0
CS(=O)(=O)N(CC(=O)N1CCCC1)Cc1ccc(Cl)c(Cl)c1	1	10	-1	7	10	2	1	7	-4
Cc1cc(S(=O)(=O)N2CCc3ccccc3C2)ccc1F	3	0	-3	7	3	10	0	0	1
COc1cc(CNc2ccc(N3CCN(C(C)=O)CC3)cc2)ccc1OCc1ccccc1	3	30	5	8	0	24	3	18	6
O=C1NNC(c2ccccc2)=N/C1=C\c1ccc(Cl)cc1	-2	6	-2	.	-5	4	.	20	3
O=S(=O)(NCC1CCCN(Cc2ccccc2O)C1)c1cccc2cccnc12 (configuration not stated)	3	6	3	4	-2	-1	1	-3	2
CCOc1ccc(CN(C)c2nc(-c3cccnc3)nc3ccccc23)cc1OC	-5	-11	-9	-2	1	1	2	-3	7
CCOc1ccc(-n2c(=O)c3sccc3n(Cc3ccc(C)cc3)c2=O)cc1	-4	12	6	1	-2	4	0	1	1
CCN(c1ccc(NC(=O)COC(=O)/C=C/c2cccs2)cc1)C(C)C	3	6	16	3	2	10	3	5	2
O=C(C1CCCN(S(=O)(=O)c2cccs2)C1)N1CCC(N2CCCCC2)CC1 (configuration not stated)	-1	21	-1	6	-2	-2	0	-3	-3
CCNC(=O)c1c(NC(C)=O)sc2c1CCCC2	3	-1	5	5	-1	5	0	5	-1
Cc1nc2c(sc(=S)n2Cc2ccco2)c(=O)n1CC(=O)Nc1ccc(F)cc1	2	0	1	-9	0	3	-1	-1	-4
O=C(NCCOc1ccccc1)c1ccccc1[N+](=O)[O-]	2	5	-4	0	0	3	9	4	-7
CC1CCCN(C(=O)c2cn(-c3ccccc3)nc2-c2cccnc2)C1 (configuration not stated)	0	-7	7	0	-1	4	2	4	-1
CCOC(=O)n1c(=O)n(Cc2c(Cl)cccc2Cl)c2ccccc21	0	-71	-5	-9	-3	3	9	6	3
CC(C)Cn1c(N)c(-c2nc(C(C)C)c(C(=O)c3ccccc3F)s2)c(=O)n(C)c1=O	0	-10	-5	.	-2	0	.	4	-1
COc1cccc(-c2c(C(=O)N/N=C/C3CC=CCC3)nnn2-c2nonc2N)c1 (configuration not stated)	-8	0	-9	6	5	1	0	2	-6
O=c1c2c(-c3ccccc3)csc2nc2n1CCC2	2	-3	-7	7	5	1	-1	4	-1
CSc1nnc(-c2ccco2)n1-c1ccccc1	-1	-6	0	7	-2	0	4	3	-3
